# Bioassay records (PubChem)
# V-ATPase pH – regulators of yeast V-ATPase proton pumping, primary screen, pHLuorin cytosolic pH fluorescence. S. cerevisiae. response, % at 10 µM. 350,000 compounds, 0.37% hits; in the data active means response mostly above about 7.3%, no sharp cut-off; inactive means mostly below about 5.4%; further: actives read high; inactives centre near 0; some compounds called inactive have numbers as strong as hits; reference of the scale not given here
# LANA DNA inh – inhibitors of KSHV C-LANA binding to DNA, primary screen, biochemical, fluorescence polarization, FAM-LBS DNA, MBP-C-LANA, single point; Kaposi's sarcoma herpesvirus LANA C-terminal domain (residues 932-1162) DNA binding; inhibition, % at 9 µM; AID 504423, 2011; 340,000 compounds, 0.078% hits;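 active means highest replicate inhibition at or above 60% at 9 µM, even if other replicates fall short; inactive means all replicates below 60% inhibition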;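 further: 0% = neutral control wells and 100% = 4 µM acridine orange control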
# cardiac RTF act – cardiac RTF calcium sensitivity activators, primary screen, biochemical, IANBD-TnC fluorescence, EC20 calcium | activation, % at 7.2 µM | 340,000 compounds, 0.24% hits | IANBD-labeled TnC RTF fluorescence at EC20 calcium; 0% EC20 calcium, 100% full calcium | Troponin I, cardiac muscle (Homo sapiens) + Troponin T, cardiac muscle (Homo sapiens) + … | AID 493008, 2010;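 active means activation above the mean over all tested compounds plus 3 SD, cut at about 30% in these data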;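 further: rise in fluorescence read as greater calcium sensitivity of cardiac thin filaments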
# Pemphigus Ab inh – inhibitors of pemphigus antibody binding to DSG3, primary screen, biochemical, bead-based, flow cytometry, scFv-GFP; 310,000 compounds, 0.48% hits; DSG3-coupled beads, scFv-anti-DSG3-GFP binding; hits give low values; binding (percent of control), % at 10 µM; Desmoglein-3 (Homo sapiens), P32926;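 active means binding more than 3 SD below its plate's average and above zero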;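 further: hits lower antibody fragment binding to DSG3; some compounds called inactive have numbers as strong as hits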
# Cardiac RTF inh – cardiac RTF calcium sensitivity inhibitors, primary screen, biochemical, IANBD-TnC fluorescence, EC70 calcium; Troponin I, cardiac muscle (Homo sapiens) + Troponin T, cardiac muscle (Homo sapiens) + …; IANBD-labeled cardiac RTF, Ca2+ fluorescence; inhibition, % at 7.15 µM; 340,000 compounds, 0.12% hits;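 active means inhibition above the mean inhibition of all tested compounds plus 3 SD, cut at about 17% in these data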;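 further: assay run at fixed EC70 calcium of 1.6 mM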
# OPRM1-OPRD1 inv – inverse agonists of MOR-DOR heterodimerization, primary screen, cell-based, luminescence; Mu-type opioid receptor (Homo sapiens) + Delta-type opioid receptor (Homo sapiens), …; cell-based MOR-DOR heterodimer luminescence, inverse agonism; inhibition, % at 9.3 µM; 340,000 compounds, 0.21% hits; AID 504357, 2011; in the data active means inhibition above about 22%, passing the limit was not always enough;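 further: 0% = cells with DMSO and 100% = wells without cells with DMSO; values of inactives mirror those of a sister screen read the other way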
# Target sequence (P35372 whole entry, looked up): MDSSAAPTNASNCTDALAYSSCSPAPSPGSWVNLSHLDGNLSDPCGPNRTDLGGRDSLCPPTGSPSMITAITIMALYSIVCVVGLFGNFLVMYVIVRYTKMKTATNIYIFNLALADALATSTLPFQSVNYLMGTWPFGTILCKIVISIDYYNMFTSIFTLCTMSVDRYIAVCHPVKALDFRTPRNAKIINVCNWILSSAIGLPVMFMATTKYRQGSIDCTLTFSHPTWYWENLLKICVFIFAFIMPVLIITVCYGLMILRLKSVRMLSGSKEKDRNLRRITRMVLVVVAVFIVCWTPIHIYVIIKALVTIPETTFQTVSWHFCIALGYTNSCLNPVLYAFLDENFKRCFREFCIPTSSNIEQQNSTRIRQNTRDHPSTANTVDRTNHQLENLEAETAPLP
# Target sequence (P41143 whole entry, looked up): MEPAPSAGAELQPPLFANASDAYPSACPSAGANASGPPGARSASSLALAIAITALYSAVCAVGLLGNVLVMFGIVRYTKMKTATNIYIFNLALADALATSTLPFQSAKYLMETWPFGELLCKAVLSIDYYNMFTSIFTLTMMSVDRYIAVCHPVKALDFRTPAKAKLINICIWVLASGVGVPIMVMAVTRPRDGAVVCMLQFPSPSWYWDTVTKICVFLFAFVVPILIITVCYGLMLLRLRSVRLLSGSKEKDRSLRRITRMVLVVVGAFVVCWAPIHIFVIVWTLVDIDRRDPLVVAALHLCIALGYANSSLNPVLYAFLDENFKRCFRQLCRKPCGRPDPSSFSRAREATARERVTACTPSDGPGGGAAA
# Wnt act – Wnt/beta-catenin pathway activators, primary screen, cell-based, plate reader, single point; 300,000 compounds, 1.2% hits; AID 743398, 2014; Wnt/beta-catenin reporter cell assay, activator; activation, % at 9.35 µM; in the data active means activation above about 30%, passing the limit was not always enough;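 further: 0% = neutral control wells and 100% = positive control wells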
# Arr AP2 block – inhibitors of beta-arrestin/AP2 binding, primary screen, biochemical, GPCR trafficking, flow cytometry; 340,000 compounds, 0.31% hits; FITC-arrestin peptide / GST-AP2 beads; AP2 beta2 appendage carries R879A mutation; beta-arrestin 1 C-terminal peptide binding to AP2 beta2-adaptin appendage (human); inhibition, % at 10 µM;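 active means inhibition above a set limit, near 3 SD of compounds lacking own fluorescence, cut at about 54% in these data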;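 further: plate controls were DMSO wells for no effect and 5 µM unlabelled arrestin peptide for full effect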
#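 System: GST-AP2 R879A glutathione beads. Medium: PBS with 0.05% Tween 20 and 0.1% BSA. Also added: FITC-arrestin peptide, 50 nM. Incubation: 12 min plus 1 h, RT. Measured by: high-throughput flow cytometry of beads, ex 488, em 535 nm. Evaluation: percent drop in bead-associated FITC signal.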
# Keap1-Nrf2 PPI – Keap1-Nrf2 protein-protein interaction inhibitors, primary screen, biochemical, fluorescence polarization, single point; 340,000 compounds, 0.15% hits; inhibition, % at 9.4 µM; Keap1 Kelch-Nrf2 peptide fluorescence polarization, 1536-well; Kelch-like ECH-associated protein 1 (Homo sapiens), Q14145; in the data active means inhibition above about 12%;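 further: human Keap1 Kelch domain with fluorescein labeled Nrf2 9mer peptide probe; 0% = neutral control wells and 100% = peptide positive control; higher means more block of Keap1 binding to Nrf2 peptide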
# OPRM1-OPRD1 ag – agonists of OPRM1-OPRD1 heterodimerization, primary screen, cell-based, luminescence; 340,000 compounds, 0.3% hits; activation, % at 9.3 µM; Mu-type opioid receptor (Homo sapiens) + Delta-type opioid receptor (Homo sapiens), …; cells; in the data active means activation above about 18%;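 further: 0% = vehicle-treated cells and 100% = reference agonist; values of inactives mirror those of a sister screen read the other way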
# * hit, by the source's call; nt = not tested or not shown. The order is random, and some 3.1% of all compounds hit somewhere here.
SMILES,V-ATPase pH,LANA DNA inh,cardiac RTF act,Pemphigus Ab inh,Cardiac RTF inh,OPRM1-OPRD1 inv,Wnt act,Arr AP2 block,Keap1-Nrf2 PPI,OPRM1-OPRD1 ag
COC(=O)c1ccc(Sc2ccccn2)c([N+](=O)[O-])c1,5,0.7,-3,93,-12,-7,0,6,-2,1.1
O=c1nc(N/N=C/c2c[nH]c3ccccc23)cn[nH]1,-2,1.6,-1,89,-5,2,41*,-3,-1,-0.4
O=C(N1CCCCC1)N1CCN(C(=O)N2CCCCC2)CC1,-2,-1.2,2,97,-6,12,-11,44,1,-2.3
CC(=O)Nc1ccc(C(=O)Nc2cc(C)on2)cc1,-2,-0.5,2,109,-3,10,5,12,0,-2.1
COC(=O)c1sc(N)c(C(=O)OC)c1Cn1ncc(Cl)c(Cl)c1=O,0,-0.9,-5,103,-1,9,-1,1,-5,-1.7
CC1(C)CC(=O)C(C=Nc2cccnc2)=C(O)C1,-7,-1.0,-1,93,4,-2,-1,24,1,0.3
CCOc1ccc(OCCC(=O)NNC(=O)c2ccccc2Cl)cc1,1,-0.3,0,93,-5,2,2,-2,-5,-0.4
O=C(CN1C(=O)C2CC=CCC2C1=O)Nc1ccc(OC(F)(F)F)cc1 (centres undefined),5,-3.7,0,102,-4,4,-2,0,0,-0.9
CC(OC(=O)c1cccs1)C(=O)NCC1CCCO1 (centres undefined),-4,0.4,-3,nt,-7,11,nt,21,-3,-1.8
CCOP(=O)(OCC)C(NC(=O)C(F)(F)F)c1ccccc1 (centres undefined),-3,0.0,8,103,-4,14,nt,16,5,-2.7
Cc1ccc(C)c(N=C2CCCN2Cc2ccccc2)c1C#N,2,-0.1,10,82,10,-25,-5,6,-2,4.0
CCN(CC(=O)Nc1ccc(NC(C)=O)cc1)C(=O)c1cccc(-n2cccc2)c1,2,1.9,-3,101,1,11,nt,33,0,-1.8
CC(=O)N(C)c1ccc(NC(=S)NC(=O)/C=C/c2ccco2)cc1,1,1.0,-1,95,-8,7,3,4,-2,-1.3
COCCCn1c(SCCc2ccccc2)nc2cc(OC)c(OC)cc2c1=N,-3,0.8,-9,104,5,11,-1,0,2,-2.1
Cc1ccc(N2CN(S(=O)(=O)c3cccc([N+](=O)[O-])c3)c3nc4ccccc4nc32)cc1,5,-0.5,0,91,-1,12,0,-4,-2,-2.2
CCCCNC(=O)CCn1c(=O)c2ccccc2n(CC(=O)Nc2ccccc2OCC)c1=O,-2,1.8,0,nt,2,10,0,-2,-1,-2.4
Cc1ccccc1CN1CCN(C2CCC2)CC1CCO (centres undefined),-4,0.6,1,113,-11,6,1,-5,-2,-1.1
CNS(=O)(=O)c1ccc(NC(=S)Nc2ccc3c(c2)OCO3)cc1,-3,3.0,-5,103,-2,9,13,-6,0,-1.7
CCCCn1c(N)c(N(CCOC)C(=O)CC(NC(=O)c2ccccc2Cl)c2ccccc2)c(=O)[nH]c1=O (centres undefined),5,4.9,2,108,-1,9,3,19,-1,-2.2
CN(Cc1ccccc1)C(=O)CN(c1ccc(F)cc1)S(=O)(=O)c1ccc2c(c1)OCCO2,-4,-1.3,-3,nt,5,15,-3,26,1,-3.5
COc1ccc(C(=O)O)cc1Nc1cc(C)nc2ncnn12,0,1.1,-2,101,-9,6,1,-4,-5,-1.2
Cc1n[nH]c(C)c1S(=O)(=O)N1CCN(S(=O)(=O)c2ccccc2C#N)CC1,11,-2.6,-1,nt,-9,17,-3,-3,-3,-4.3
COc1ccc(Cl)cc1S(=O)(=O)N1CCCC(C(=O)N2CCOCC2)C1 (centres undefined),9.5*,-0.4,-6,106,-14,9,-1,27,0,-1.6
Cc1cc(C(=O)NCC(=O)OCC(=O)N(C)C2CCCCC2)ccc1[N+](=O)[O-],2,1.3,5,100,-4,-16,nt,-8,4,2.2
Cn1nc(C(F)(F)F)c2cc(C(=O)O)sc21,-4,0.2,13,116,-2,4,-10,1,-2,-0.8
CC(=O)C1=C(O)C(=O)N(c2ccc(S(N)(=O)=O)cc2)C1c1cccc([N+](=O)[O-])c1 (centres undefined),5,0.7,0,88,-7,9,-1,17,1,-1.7
NCCS(=O)(=O)NC1CCCCC1,1,-1.0,-2,106,-5,8,-3,9,-3,-1.5
CCOC(=O)c1c(C)cc(O)cc1O,-2,-0.7,2,nt,-5,0,-1,-6,1,0.1
CC1(C)CC(=O)C2=C(C1)Nc1ccccc1NC2c1ccccc1F (centres undefined),-2,6.7,4,96,-9,16,2,0,-1,-3.3
Cc1ccc(S(=O)(=O)NC(C)(C)CSc2nncn2N)cc1,-2,-0.5,2,98,0,-2,nt,6,-3,0.4
CCN(CC)c1ccc([N+](=O)[O-])cc1/C=N/NC(=O)CC#N,2,3.0,2,nt,4,15,-2,21,-5,-3.0
Cc1onc(-c2ccccc2)c1-c1n[nH]c(=S)n1-c1ccc(C(=O)O)cc1,1,2.7,6,105,-5,2,nt,2,-5,-0.4
CC1=NN(c2ccccc2)C(=O)C1C=Nc1ccccc1O (centres undefined),-4,1.1,2,98,7,15,-1,10,-2,-2.9
CS(=O)(=O)N(CC(=O)NCCSCc1ccccc1)c1ccccc1,-6,0.8,21,102,5,7,-2,-14,-6,-1.4
COc1ccc(C(=O)n2nc(-c3ccco3)nc2N)cc1OC,2,-0.1,2,99,-10,11,-1,-13,-4,-2.2
CCOC(=O)C1CCc2sc(N)c(C#N)c21 (centres undefined),-2,2.7,3,96,-10,-4,2,0,1,0.7
COc1cc(OC)cc(-c2c(-c3ccc(C(C)=O)cc3)c3cc(-c4cccc5[nH]ccc45)ccc3n2C)c1,-3,-1.1,7,94,-6,1,-10,7,1,-0.1
O=C(CN1CCN(c2ccc(O)cc2)CC1)Nc1cc(S(=O)(=O)N2CCOCC2)ccc1Cl,1,2.9,0,100,-2,-21,-7,-5,5,3.8
COc1ccc2c(CC(=O)O)cc(=O)oc2c1,-2,0.6,0,95,4,8,-1,-12,-1,-1.5
COc1ccc(NC(=S)N2CCN(S(=O)(=O)c3ccccc3)CC2)cc1,0,0.0,1,112,-1,13,-2,4,-3,-4.0

# Look-ups from above.
# Value for COc1ccc2c(CC(=O)O)cc(=O)oc2c1 in cardiac RTF act: 0
# Value for COc1ccc(Cl)cc1S(=O)(=O)N1CCCC(C(=O)N2CCOCC2)C1 (centres undefined) in cardiac RTF act: -6

# The listing continues.
SMILES,V-ATPase pH,LANA DNA inh,cardiac RTF act,Pemphigus Ab inh,Cardiac RTF inh,OPRM1-OPRD1 inv,Wnt act,Arr AP2 block,Keap1-Nrf2 PPI,OPRM1-OPRD1 ag
CC1(C)c2[nH]c3ccccc3c2C[C@@H]2C(=O)N(c3cc(F)ccc3F)C(=O)N21,11,0.3,0,101,-12,-2,-5,9,-3,0.3
Cc1cc(C)n(-c2nc3ccccc3c(=O)n2OCC(N)=O)n1,1,1.8,7,104,-4,6,-2,8,-8,-1.1
CC(=O)c1ccc(NC(=O)CCc2nnc3ccc(N4CCCC4)nn23)cc1,-3,-1.0,-8,nt,-1,16,10,15,0,-3.0
COC(=O)c1c(C)[nH]c(C(=O)C(C)OC(=O)c2cc(C)oc2C)c1C (centres undefined),-1,2.6,0,nt,-5,-9,-4,-11,4,2.2
Cn1ncc(Cl)c1C(=O)Nc1sc2c(c1C(N)=O)CCC2,-1,1.9,13,102,0,-9,0,-3,-9,1.6
CCCn1c(=N)c(C(=O)NCC2CCCO2)cc2c(=O)n3cccc(C)c3nc21 (centres undefined),-22,-0.4,-1,96,3,15,0,23,0,-2.7
C/C(=N\NC(=S)NC(C)C)c1cccc([N+](=O)[O-])c1,2,1.8,-7,108,-3,8,-3,5,-2,-1.3
O=[N+]([O-])c1ccc(NC(=S)NCCc2ccccc2)cc1,0,-1.5,-4,91,-4,-11,13,3,-2,2.2
CCOC(=O)n1c(=O)n(Cc2cccc(F)c2)c2ccccc21,1,-0.3,2,97,4,10,-6,-1,-2,-1.8
CCOC(=O)N1CCN(CC(O)c2ccccc2)CC1 (centres undefined),1,1.2,-2,103,0,9,6,-5,-6,-1.7
N#CC1=C(N)C2=CCCC[C@H]2[C@H](c2cccc(F)c2)C1(C#N)C#N,0,7.9,3,100,-3,0,-6,-12,-2,0.1
CC(=O)Nc1cccc(NC(=S)Nc2cccc(Cl)c2Cl)c1,1,-1.2,-4,91,4,11,-3,48,4,-2.1
CCOCCCNS(=O)(=O)c1ccc(NC(=O)c2ccccc2)cc1,3,1.2,2,nt,-10,1,0,7,0,-0.1
C/C(CCC1CC(C)(C)OC1=O)=N\NC(N)=S (centres undefined),2,-1.4,-2,nt,-2,12,-1,17,0,-2.4
Cc1ccccc1N(CC(=O)NCCSC1CCCCC1)S(=O)(=O)c1ccccc1,0,-0.4,3,110,-4,-31,-6,0,-10,6.2
Cc1nc2nc(SCC(=O)c3cccc([N+](=O)[O-])c3)[nH]c2cc1Br,-2,-0.1,2,100,2,-21,5,10,-6,4.6
CCc1ccccc1N(C(=O)c1snc(C(N)=O)c1N)C(C(=O)NCC1CCCO1)c1ccc(N(C)C)cc1 (centres undefined),0,1.0,10,119,-14,-4,-4,24,0,0.5
CC1(C)CC2CC(C)(CN2C(=O)CN2C(=O)c3ccccc3C2=O)C1 (centres undefined),-2,0.1,6,95,-11,2,nt,3,3,-0.3
O=C(CSCc1c(Cl)cccc1Cl)NCc1cccnc1,3,-1.6,8,88,0,-2,-1,14,-7,0.4
CCCOc1cccc(CN2CCCCC2c2cccnc2)c1 (centres undefined),6,0.1,-4,87,4,-70,-2,-6,-10,13
Clc1ccc(-c2nc3ccccc3nc2-c2ccccc2)cc1,5,1.8,-2,96,-9,-2,-1,-5,3,0.5
Cc1ccccc1NC(=O)CCn1c(=O)oc2ccccc21,-1,-1.6,1,107,-1,17,-1,-10,-1,-3.1
CCS(=O)c1ccccc1C(=O)OCC(=O)Nc1ccc2ccccc2c1 (centres undefined),1,8.6,0,nt,-6,-6,-4,-4,-3,1.4
C[C@@H]1C(c2cccc(Cl)c2)=NN(c2ccc(Br)cc2)[C@H]1C(=O)N1CCOC1=O,-3,-0.9,1,103,-4,5,nt,1,-2,-1.1
